Screening results as filed in PubChem.
Mcl1-Bid inh: Mcl-1/Bid interaction inhibition; TR-FRET Mcl-1/Bid-Dy647 peptide binding, 1536-well; inhibition, % at 21.7 µM; 220,000 compounds, 0.97% hits; Q07820;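 active = compounds that cut the binding signal by more than half at the single screening dose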;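 note: His-tagged Mcl-1 with europium anti-His antibody binding Bid BH3 peptide; 0% = Mcl-1 plus peptide wells and 100% = peptide-only wells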
Target sequence (Q07820 whole entry, looked up): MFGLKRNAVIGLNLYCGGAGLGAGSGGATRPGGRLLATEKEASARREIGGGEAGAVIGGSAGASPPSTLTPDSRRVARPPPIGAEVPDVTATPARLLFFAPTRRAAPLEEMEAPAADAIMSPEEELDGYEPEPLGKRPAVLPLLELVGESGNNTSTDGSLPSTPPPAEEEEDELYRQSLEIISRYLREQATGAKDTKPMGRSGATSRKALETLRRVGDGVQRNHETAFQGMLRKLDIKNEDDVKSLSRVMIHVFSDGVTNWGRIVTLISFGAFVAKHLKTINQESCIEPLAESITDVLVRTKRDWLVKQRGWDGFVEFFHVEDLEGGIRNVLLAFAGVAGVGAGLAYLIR
Mcl1-Noxa inh: Mcl-1/Noxa interaction inhibition; Q07820; TR-FRET Mcl-1/Noxa peptide binding, 2 h; inhibition, % at 21.7 µM; 220,000 compounds, 1.5% hits; AID 1022;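 active = compounds that cut the protein-peptide binding signal by more than 50% relative to plate controls in a single-dose test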;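 note: His-tagged Mcl-1 with rhodamine Noxa BH3 peptide and terbium anti-His antibody; 0% = Mcl-1 plus Noxa peptide wells and 100% = peptide-only wells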
Pf gamet viab: P. falciparum stage V gametocyte viability inhibition; inhibition, % at 10.9 µM; P. falciparum stage V gametocytes, ATP luminescence, 24 h; AID 743093; 150,000 compounds, 0.065% hits;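 active = inhibition above the mean plus 3 SD of compounds within the control limits, set per campaign, cut at about 38% in these data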;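 note: 0% = DMSO wells and 100% = medium only without gametocytes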
RGS8-Gao: regulators of human RGS8-Galphao interaction. multiplexed bead flow cytometry, RGS8-Galphao binding; actives lie on both sides. response (percent of control binding), % at 10 µM. 220,000 compounds, 0.34% hits. AID 1423; in the data active = response below about 60% or above about 140%; inactive = in between;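 note: Galphao activated as the GDP aluminium fluoride complex binding bead-coupled RGS8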
Target sequence (P09471 whole entry, looked up): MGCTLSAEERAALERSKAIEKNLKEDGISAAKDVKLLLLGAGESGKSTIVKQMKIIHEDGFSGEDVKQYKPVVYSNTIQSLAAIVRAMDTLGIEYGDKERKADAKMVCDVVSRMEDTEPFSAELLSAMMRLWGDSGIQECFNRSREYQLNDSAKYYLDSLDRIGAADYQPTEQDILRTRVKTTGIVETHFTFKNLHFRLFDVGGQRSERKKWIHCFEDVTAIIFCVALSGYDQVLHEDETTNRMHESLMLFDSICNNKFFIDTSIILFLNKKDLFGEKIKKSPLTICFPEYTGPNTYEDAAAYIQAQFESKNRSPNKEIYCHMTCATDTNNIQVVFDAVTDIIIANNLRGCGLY
* hit, by the source's call. Not all compounds are listed; the hit share may differ from the screen's.

SMILES	Mcl1-Bid inh	Mcl1-Noxa inh	Pf gamet viab	RGS8-Gao
CCOc1ccc(CC(=O)NNC(=S)NC)cc1	-54	14	-27	100
O=C(O)CC12CC3CC(C1)CC(n1ncc(NCc4ccc(F)cc4)c(Cl)c1=O)(C3)C2	-1	16	-17	97
COC(=O)[C@@H]1C[C@@]2(O)[C@@H](O)[C@@H](O)[C@@H](O)C[C@H]2N1Cc1ccc(Cl)cc1	-35	4	-10	103
O=C(Nc1ccc(-c2csc(Nc3ccc(Cl)cc3)n2)cc1)c1cc([N+](=O)[O-])cc(C(F)(F)F)c1	-96	10	-26	101
O=C(NC(=S)Nc1ccccc1[N+](=O)[O-])c1ccccc1Cl	-98	16	-8	102
Clc1ccc(-n2nnnc2-c2cnc3ccc(Cl)cc3c2-c2ccccc2)cc1	-12	-1	-30	103
O=C(N/N=C/c1cc(Br)c(Br)o1)c1ccc2c(c1)OCCO2	-10	57*	1	101
Cc1ccccc1OCC(O)Cn1c(=N)n(Cc2ccccc2)c2ccccc21 (stereo unspecified)	-4	3	-14	102
COCCCn1c(C)cc(C(=O)COC(=O)CCc2nc3ccccc3c(=O)[nH]2)c1C	-18	-2	13	101
COc1ccc(C2C(C(=O)c3cccs3)=C(O)C(=O)N2c2cccc(C)n2)cc1OC (stereo unspecified)	-88	9	17	100
O=C1COc2ccc(C(=O)COC(=O)COc3ccccc3[N+](=O)[O-])cc2N1	-10	5	3	100
COc1c(NC(C)=O)c2ccccc2c2ccccc12	9	-7	-5	93
CC(=O)Nc1sc(N/N=C/c2ccccc2)nc1-c1ccc(C)cc1	-52	7	6	103
O=C1c2ccc3c4c(ccc(c24)C(=O)N1c1cccc(O)c1)C(=O)N(c1cccc(O)c1)C3=O	-50	49	3	99
Cc1cc(N/N=C/c2cccc(Cl)c2)nc(-n2nc(C)cc2C)n1	-80	-99	8	98
COc1cccc(/C=C/C(=O)N2CCN(S(=O)(=O)c3ccccc3)CC2)c1OC	-42	-11	19	103
CCOC(=O)C1=C(C)NC(C)=C(C(=O)OC)C1c1ccco1 (stereo unspecified)	-18	-230	21	98
CC(C)CNS(=O)(=O)c1cc(C(=O)OCC(=O)N(C)C2CCS(=O)(=O)C2)c(Cl)cc1Cl (stereo unspecified)	-26	-9	1	99
COc1cc(/C=N/NC(=O)Cn2cnc3ccccc3c2=O)ccc1O	-63	3	5	102
COc1cc(/C=C/C(=O)NCCc2ccc(S(N)(=O)=O)cc2)ccc1OCC#N	-78	0	-3	102

Single records, as listed above. Order of values: Mcl1-Bid inh | Mcl1-Noxa inh | Pf gamet viab | RGS8-Gao
COc1cc(/C=N/NC(=O)Cn2cnc3ccccc3c2=O)ccc1O across the screens: -63 | 3 | 5 | 102
O=C1c2ccc3c4c(ccc(c24)C(=O)N1c1cccc(O)c1)C(=O)N(c1cccc(O)c1)C3=O across the screens: -50 | 49 | 3 | 99
CC(C)CNS(=O)(=O)c1cc(C(=O)OCC(=O)N(C)C2CCS(=O)(=O)C2)c(Cl)cc1Cl (stereo unspecified) across the screens: -26 | -9 | 1 | 99

(cont.)
SMILES	Mcl1-Bid inh	Mcl1-Noxa inh	Pf gamet viab	RGS8-Gao
CC(=O)Oc1ccc(C(=O)[C@H]2[C@H]3C(=O)N(c4ccc(C)cc4C)C(=O)[C@H]3[C@@H]3C=CC=NN32)cc1	-24	19	-7	99
Cc1ccc(N/C=C/c2onc(C)c2[N+](=O)[O-])cc1	-56	-4	20	99
CCOC(=O)c1cc(Sc2ccccc2N)cc(C(=O)OCC)n1	-9	3	1	101
CC(C)S(=O)(=O)c1cnc(-c2cccnc2)nc1N	16	12	-11	95
CC1CCN(Cc2nc(-c3ccc(Cl)cc3)no2)CC1	-2	11	-13	104
CC(C)N(C1=CC(=O)OC12CCCCC2)C(C)C	-11	8	-12	100
N#C/C(=C\c1ccc[nH]1)C(=O)N1CCCCC1	-13	-1	23	98
COc1ccccc1NC(=O)C1=C(C)NC(SCC(=O)Nc2ccc(C(=O)O)cc2)=C(C#N)C1c1cccs1 (stereo unspecified)	-62	6	-14	99
Cc1ccc(N(Cc2cc(=O)[nH]c3ccccc23)C(=O)C(C)C)cc1	-8	-22	-10	101
O=C(C1=C(O)C(=O)N(c2nccs2)C1c1ccccc1)c1cc2ccccc2o1 (stereo unspecified)	19	-3	-6	94
CC1(C)C(C#N)=C(N)Oc2c1c(=O)oc1ccccc21	-25	-14	12	102
OC1(CC#CCN2CCCCC2)c2ccccc2-c2ccccc21	-3	23	-23	98
Cc1cc2c(nn1)CCc1c-2no[n+]1[O-]	2	-5	-13	101
COc1cc([N+](=O)[O-])cc(/C=N/NC(=O)Cn2nccc2C)c1O	-87	-57	-27	99
CCC(=O)NC1(C(F)(F)F)C(=O)Nc2c1c(=O)[nH]c(=O)n2CC(C)C (stereo unspecified)	-8	20	10	99
O=C(NCCc1ccccc1)C(=O)NCC1OCCN1S(=O)(=O)c1ccc(Cl)cc1 (stereo unspecified)	-2	5	17	100
CC(=O)Nc1ccc2c(CSc3nnc(N)s3)cc(=O)oc2c1	-2	31	14	104
CCCCCc1cc(=O)oc2c(C(CCN(CC)CC)c3ccc(N(C)C)cc3)c(OC)cc(OC)c12 (stereo unspecified)	-81	18	4	103
CC1CC(C)CN(c2nc(N(C)c3ccccc3)nc(N)c2[N+](=O)[O-])C1 (stereo unspecified)	2	11	-4	98
CC(C)(C)NC(=O)NC(=O)COC(=O)CCC1CCCC1	-21	-8	-25	104
CCOC(=O)c1cc2cc([N+](=O)[O-])ccc2oc1=O	38	5	5	100
CCN1C(=O)CS/C1=N\S(=O)(=O)c1ccccc1	-20	13	7	105
O=C(NNc1ncc(C(F)(F)F)cc1Cl)c1ccc(Cl)c(Cl)c1	-14	9	6	99
CC(C(=O)N1CCc2ccccc2C1)N1C(=O)c2ccccc2C1=O (stereo unspecified)	-17	15	-18	103
CC(=O)Nc1c(C(N)=O)oc2ccc(Cl)cc12	-5	2	-13	101
Cc1ccc(O)c(C2=NNC(c3ccc(Cl)cc3)C2)c1 (stereo unspecified)	-16	21	-15	107
O=C(NNc1cc(Cl)ccc1Cl)c1cccs1	-9	7	-16	103
N=C1C2=C3Sc4ccccc4N3CCCC2=NN1c1cccc(S(=O)(=O)O)c1	2	39	0	8.6*
O=c1c2ccccc2c(-c2cccc(C(F)(F)F)c2)nn1-c1ccccc1	5	23	-9	101
Cc1occc1C(=O)N/N=C/C(Br)=C\c1ccccc1	-10	14	11	98
O=C(Nc1ccccc1)Nc1ccno1	5	-12	-19	99
O=S(=O)(NCc1cn2ccccc2n1)c1cccs1	-12	-1	17	104
Cc1cccc(NC(=O)CSc2cc(C)c(C#N)c3nc4ccccc4n23)c1	-68	4	6	98
O=S(=O)(NCc1csc(-c2cccs2)n1)c1cccs1	-26	19	6	102
CCNC(=O)Nc1cc(OC)c(OC)cc1C(=O)O	-53	10	-9	96
O=C(O)/C(=N/NC(=O)c1ccc(Cl)cc1)c1ccccc1	1	31	12	96
CC(C)(C)C(=O)NC1(C(F)(F)F)NC(=O)N(Cc2ccccc2)C1=O (stereo unspecified)	-4	1	1	100
Cc1ccc(S(=O)(=O)Nc2ccc(N(C)S(=O)(=O)c3ccc(C)cc3)cc2)cc1	-2	6	-7	101
CC1(c2nnc(-c3ccncc3)o2)CC(c2ccc([N+](=O)[O-])cc2)=NO1 (stereo unspecified)	2	22	8	105
Clc1ccccc1CNc1nc2ccccc2n2cnnc12	-13	3	13	105

Reformatted with bars between the fields: part of the list above.
Molecule | Mcl1-Bid inh | Mcl1-Noxa inh | Pf gamet viab | RGS8-Gao
CC(C)CNS(=O)(=O)c1cc(C(=O)OCC(=O)N(C)C2CCS(=O)(=O)C2)c(Cl)cc1Cl (stereo unspecified) | -26 | -9 | 1 | 99
O=C(NCCc1ccccc1)C(=O)NCC1OCCN1S(=O)(=O)c1ccc(Cl)cc1 (stereo unspecified) | -2 | 5 | 17 | 100
CCN1C(=O)CS/C1=N\S(=O)(=O)c1ccccc1 | -20 | 13 | 7 | 105

The listing picks up; the four compounds before the break are reprinted first.
SMILES	Mcl1-Bid inh	Mcl1-Noxa inh	Pf gamet viab	RGS8-Gao
CC(C)(C)C(=O)NC1(C(F)(F)F)NC(=O)N(Cc2ccccc2)C1=O (stereo unspecified)	-4	1	1	100
Cc1ccc(S(=O)(=O)Nc2ccc(N(C)S(=O)(=O)c3ccc(C)cc3)cc2)cc1	-2	6	-7	101
CC1(c2nnc(-c3ccncc3)o2)CC(c2ccc([N+](=O)[O-])cc2)=NO1 (stereo unspecified)	2	22	8	105
Clc1ccccc1CNc1nc2ccccc2n2cnnc12	-13	3	13	105
O=C1NC(=S)N(C(=O)c2ccc(F)cc2)/C1=C/c1cccnc1	15	9	9	101
NC(=O)C1CCN(CC(O)CSc2ccccc2)CC1 (stereo unspecified)	-31	6	27	101
CC1=NNC(=O)C1CC(=O)N/N=C/C=C/c1ccccc1 (stereo unspecified)	-144	1	-9	101
O=C(NCc1ccccc1)C(=O)Nc1nc(-c2ccccc2)cs1	-5	2	6	96
COc1ccc(Cl)c(OC)c1C(=O)NC(=O)Nc1c(F)cc(F)cc1F	-14	-9	-2	100
C/C(=N\N=C(N)N)c1ccc(C)c(C)c1	-25	1	0	104
CN(C)CCn1c(=O)n(-c2cccc(Cl)c2)c(=O)c2c3c(sc21)CCCCC3	-5	6	12	101
Cc1ccnc(NS(=O)(=O)c2cccc([N+](=O)[O-])c2)c1	-20	-16	15	98
O=C(Nc1ccc(-c2cnco2)cc1)c1ccc(Cl)cc1	-9	2	3	101
Cn1nc(C(F)(F)F)c(-c2ccccc2)c1NC(=O)c1ccco1	-1	12	-9	93
O=C(CCCO)NC1Cc2ccccc2C1	-8	14	0	103
CN1C(C(=O)NCc2cccc(Br)c2)CC2Cn3c(nc4cc5ccccc5cc43)C21 (stereo unspecified)	-22	-10	8	87
O=C(CCS(=O)(=O)c1ccc(Cl)cc1)Nc1ccc(N2CCOCC2)cc1	-57	18	6	101
CCOc1ccccc1NC1=NC2CS(=O)(=O)CC2S1 (stereo unspecified)	-59	-18	6	104
Cc1ccc2nc(C)c3c(c2c1)N(c1ccccc1)CC3	-1	3	1	94
CC(=O)Nc1ccc(CC#N)cc1	3	-4	-19	100
CC(C)NC(=O)Nc1cccc(Cl)c1	-7	-9	23	105
COc1ccc(N(CC(=O)NCCC2=CCCCC2)S(=O)(=O)c2c(C)[nH]c(=O)[nH]c2=O)cc1	6	19	-1	101
O=C(CSc1n[nH]c(=O)n1C1CC1)NCc1ccccc1	6	5	10	100
COc1cc(Br)c(Br)cc1N	-17	0	0	97
O=C(COc1cccnc1[N+](=O)[O-])c1c[nH]c2ccccc12	-28	25	-24	100
O=C(COc1ccccc1)N(Cc1cccs1)C1CCS(=O)(=O)C1 (stereo unspecified)	-11	-13	-22	107
CC(/C=N/n1c(-c2ccncc2)n[nH]c1=S)=C\c1ccco1	-122	18	-10	98
O=C(NCCSc1ccccc1)c1ccc(CN2CCOCC2)cc1	-25	9	-11	101
O=C(N/N=C\c1ccc([N+](=O)[O-])o1)c1cncc(Br)c1	-14	-3	-23	96
N=C1C(c2ccccc2)=C(O)CN1c1cccc(S(=O)(=O)N2CCOCC2)c1	-108	10	18	97
CCCn1c(=O)c2[nH]cnc2n(-c2ccccc2C)c1=O	-5	6	-19	100
Nc1nonc1-n1nnc(C(=O)N/N=C/c2cccc(Cl)c2)c1CSc1ccccc1	-7	-9	17	100
CCCCN(C(=O)c1ccc(Cl)c(S(=O)(=O)N2CCOCC2)c1)c1c(N)n(CCC)c(=O)[nH]c1=O	15	4	10	101
COc1ccc(Br)cc1/C=N/NC(=O)CN1CCN(Cc2ccccc2)CC1	-4	5	10	105
CCOC(=O)c1cc(C)[nH]c1C	-46	8	-10	101
Cc1nc(CCNS(=O)(=O)c2cccnc2)cs1	-38	17	17	97
CC(NCCC(Cc1ccccc1)c1ccco1)c1ccccc1 (stereo unspecified)	-29	5	-11	101
NC(=O)CC(NC(=O)Cc1ccc(Br)cc1)c1ccc(NCc2cc(F)ccc2F)c([N+](=O)[O-])c1 (stereo unspecified)	20	13	-36	100
COC(=O)c1c(SCc2cccc3ccccc23)nc(=O)[nH]c1C	3	15	1	94
COc1cccc(CN2CCN(C3CCOCC3)CC2CCO)c1 (stereo unspecified)	-16	16	6	91
O=C(CSC1CN(C(c2ccccc2)c2ccccc2)C1)N/N=C/c1ccccc1	1	23	-4	100
Cc1cc(C)cc(NC(=O)N2CCN(Cc3ccc4c(c3)OCO4)CC2)c1	-7	5	-18	103
CC(C)S(=O)(=O)c1csc(C(=O)NN)c1-n1cccc1	-23	4	15	100
CC[N+](C)(C)CC/C=C1/c2ccccc2Sc2ccc(Cl)cc21	-9	3	-1	102
NS(=O)(=O)c1ccc(NC(=O)CN2CCc3ccccc32)cc1	-59	-5	-29	100
COc1ccc(C2c3ccc4ccccc4c3Oc3ncn(CCCO)c(=N)c32)cc1OC (stereo unspecified)	14	16	6	104
CCCCc1ccc(NC(=O)N[C@@H](CC(C)C)C(=O)O)cc1	-6	-10	-6	99
COc1ccc(/C=C/C(=O)OCC(=O)Nc2ccc(N3CCOCC3)cc2)cc1OC	-13	2	5	103
CCN(CC(=O)Nc1cccc(S(N)(=O)=O)c1)Cc1nc2ccccc2c(=O)[nH]1	-72	-4	21	99
